Source: PubChem (several laboratories)
Rab2 wt GTP – changes GTP binding to wildtype dog Rab2A, up or down. P61105. GST-Rab2 wt beads, Bodipy-GTP binding, flow cytometry. GTP binding activity, % at 10 µM. 190,000 tested, 0.19% active;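 active = GTP binding activity at least 20 points away from 100%, either lowered or raised; inconclusive = signal likely due to the compound's own green fluorescence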;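 also: 0% = beads with excess unlabeled GTP and 100% = no-compound control corrected for plate trend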
Cdc42 wt GTP – changes GTP binding to wildtype human Cdc42; percent activity (GTP binding), % at 10 µM; P60953; 190,000 tested, 0.2% active; AID 761; GST-Cdc42 beads, Bodipy-GTP binding, flow cytometry; actives lie on both sides;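 active = percent activity GTP binding at least 20 points away from the 100% baseline, either down as inhibitor or up as activator; inconclusive = compound flagged as likely green fluorescent from well-wide comparison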;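 also: median bead fluorescence of bound Bodipy-FL-GTP at 100 nM; 0% = excess unlabeled GTP control and 100% = no compound control; below 100% means less GTP binding so inhibitor and above means activator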
Target sequence (P60953 whole entry, looked up): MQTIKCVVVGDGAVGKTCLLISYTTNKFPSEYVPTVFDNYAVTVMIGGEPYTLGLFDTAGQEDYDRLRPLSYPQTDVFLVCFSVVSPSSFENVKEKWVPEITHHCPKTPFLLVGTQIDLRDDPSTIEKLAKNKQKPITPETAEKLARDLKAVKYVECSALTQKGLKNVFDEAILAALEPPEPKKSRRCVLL
Avidin bead fluor – compound fluoresces at 488/530 nm on avidin beads; compound fluorescence 488/530 nm, flow cytometry; active compounds read high; fluorescence (KMESF) at 10 µM; 220,000 tested, 0.38% active; AID 1775; in the data active = fluorescence above about 47; also: inactives centre near 10
Rac1 wt GTP bind – human Rac1 wildtype GTP binding, inhibitors and activators. P63000. 190,000 tested, 0.27% active. GTP binding activity (% of control), % at 10 µM. GST-Rac1 beads, fluorescent GTP binding, flow cytometry; actives lie on both sides; 0 = cold GTP competed, 100 = untreated;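 active = GTP binding activity at least 20 points away from the 100% control level, either lower or higher; inconclusive = compound flagged as likely green fluorescent, judged across all proteins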
Mcl1-Noxa inh – Mcl-1/Noxa interaction inhibition | TR-FRET Mcl-1/Noxa peptide binding, 2 h | Q07820 | 220,000 tested, 1.5% active | inhibition, % at 21.7 µM;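 active = compounds that cut the protein-peptide binding signal by more than 50% relative to plate controls in a single-dose test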;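 also: His-tagged Mcl-1 with rhodamine Noxa BH3 peptide and terbium anti-His antibody; 0% = Mcl-1 plus Noxa peptide wells and 100% = peptide-only wells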
Target sequence (Q07820 whole entry, looked up): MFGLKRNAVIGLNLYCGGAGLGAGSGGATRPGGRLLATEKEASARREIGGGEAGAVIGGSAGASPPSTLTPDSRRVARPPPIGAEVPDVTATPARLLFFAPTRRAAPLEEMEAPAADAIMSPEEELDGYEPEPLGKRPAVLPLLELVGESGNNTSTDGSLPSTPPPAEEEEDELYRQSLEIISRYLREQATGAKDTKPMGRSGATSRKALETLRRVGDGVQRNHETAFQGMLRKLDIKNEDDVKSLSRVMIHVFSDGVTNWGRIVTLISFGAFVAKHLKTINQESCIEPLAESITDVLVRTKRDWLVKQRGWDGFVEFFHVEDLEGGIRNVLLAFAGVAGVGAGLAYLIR
Rac1 mut GTP – alters GTP binding to activated mutant human Rac1; P63000; GST-Rac1 activated beads, fluorescent GTP binding, flow cytometry; actives lie on both sides; 100% means binding = to untreated wells; percent activity (GTP binding), % at 10 µM; 190,000 tested, 0.11% active; AID 764;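 active = GTP binding at least 20 percentage points away from the 100% baseline, in either direction, so actives lie on both sides; inconclusive = Compound likely fluorescent itself, or too few beads counted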
GSH bead fluor – compound fluoresces at 488/530 nm on GSH beads; GSH beads flow cytometry, compound fluorescence 488/530 nm; active compounds read high; fluorescence (KMESF) at 10 µM; 190,000 tested, 0.25% active; in the data active = fluorescence above about 89;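 also: glutathione beads carrying GST-tagged Bcl family fusion proteins plus one bare bead set; values are compound well signal with DMSO vehicle wells as background; inactives centre near 16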
HRas wt GTP – human HRas wildtype GTP binding, change in either direction. P01112. 190,000 tested, 0.14% active. AID 759. GTP binding activity, % at 10 µM. GST-Ras wt beads, Bodipy-FL-GTP binding, flow cytometry; actives lie on both sides;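 active = GTP binding activity at least 20% away from the 100% baseline, either lowered as inhibitor or raised as activator; inconclusive = flagged as likely green fluorescent, judged across all proteins in the well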;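 also: 0% = unlabeled GTP competition control and 100% = no-compound control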
Target sequence (P01112 whole entry, looked up): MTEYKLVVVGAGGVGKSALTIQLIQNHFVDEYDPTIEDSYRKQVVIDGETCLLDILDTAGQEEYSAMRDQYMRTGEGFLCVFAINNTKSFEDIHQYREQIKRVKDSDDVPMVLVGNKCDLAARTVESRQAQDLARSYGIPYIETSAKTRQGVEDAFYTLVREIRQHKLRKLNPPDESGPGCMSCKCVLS
Mcl1-Bid inh – Mcl-1/Bid interaction inhibition; 220,000 tested, 0.97% active; TR-FRET Mcl-1/Bid-Dy647 peptide binding, 1536-well; AID 1021; inhibition, % at 21.7 µM;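 active = compounds that cut the binding signal by more than half at the single screening dose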;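 also: His-tagged Mcl-1 with europium anti-His antibody binding Bid BH3 peptide; 0% = Mcl-1 plus peptide wells and 100% = peptide-only wells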
Pf gamet viab – inhibitors of late stage P. falciparum gametocyte viability | 150,000 tested, 0.065% active | inhibition, % at 10.9 µM | P. falciparum stage V gametocytes, ATP luminescence, 24 h;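 active = inhibition above the mean plus 3 SD of compounds within the control limits, set per campaign, cut at about 38% in these data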;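 also: 0% = DMSO wells and 100% = medium only without gametocytes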
Rab7 wt modul – alters GTP binding to wildtype dog Rab7 | GST-Rab7 beads, fluorescent GTP binding, flow cytometry; actives lie on both sides; untreated = 100%, excess cold GTP = 0% | GTP binding activity (percent of control), % at 10 µM | 190,000 tested, 0.055% active;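 active = fluorescent GTP binding to Rab7 beads changed by at least 20 points from the 100% baseline, either direction, mostly lower; inconclusive = compound itself probably fluorescent, or too few beads counted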;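 also: median green fluorescence of bound Bodipy-FL-GTP per Rab7 bead population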
Numbers without * were called inactive; ? = inconclusive; · = not tested or not shown.

SMILES	Rab2 wt GTP	Cdc42 wt GTP	Avidin bead fluor	Rac1 wt GTP bind	Mcl1-Noxa inh	Rac1 mut GTP	GSH bead fluor	HRas wt GTP	Mcl1-Bid inh	Pf gamet viab	Rab7 wt modul
Cc1ccc(C)c(OCC(=O)N2CCOCC2)c1	101	102	23	105	8	98	30	101	-23	·	103
CC(C)CNC(=O)c1ccccc1NC(=O)CN(c1ccc2c(c1)OCCO2)S(C)(=O)=O	106	109	11	105	-1	103	16	107	-18	·	104
Cc1ccc(-n2ncc3c(=O)n(CC(=O)NC4CCCC4)cnc32)cc1C	101	103	22	104	13	100	31	99	-19	·	97
CC(=O)c1c(C)[nH]c(C(=O)OCC(=O)Nc2sc3c(c2C#N)CCCC3)c1C	93	98	15	98	44	95	11	96	-16	5	92
CN(C)c1ccc(CN(C(=O)COc2ccc(Br)cc2)C2CCS(=O)(=O)C2)cc1 (stereo not given)	?	?	14	?	14	?	42	?	-111	30	?
N/C(=N\OC(=O)c1ccc2c(c1)OCO2)c1cccnc1	98	99	17	99	-7	97	11	100	-31	·	106
COc1ccccc1NC(=O)CCc1nc(-c2cccs2)no1	103	103	5	102	8	100	44	102	4	·	100
O=S(=O)(NCC(c1cccnc1)N1CCOCC1)c1ccc(Cl)cc1 (stereo not given)	97	96	7	103	17	94	12	100	-25	-11	94
CN(CCOC(=O)CN1C(=O)c2ccccc2C1=O)C1=NS(=O)(=O)c2ccccc21	95	98	11	100	13	99	13	97	-9	·	93
Cc1cc(NC(=O)C2CC(c3ccc(Cl)cc3)=NO2)no1 (stereo not given)	103	101	13	104	-16	100	27	99	-20	-5	102

Only Rab2 wt GTP, for some of the entries so far:
structure | Rab2 wt GTP
O=S(=O)(NCC(c1cccnc1)N1CCOCC1)c1ccc(Cl)cc1 (stereo not given) | 97
Cc1ccc(-n2ncc3c(=O)n(CC(=O)NC4CCCC4)cnc32)cc1C | 101

(continued)
SMILES	Rab2 wt GTP	Cdc42 wt GTP	Avidin bead fluor	Rac1 wt GTP bind	Mcl1-Noxa inh	Rac1 mut GTP	GSH bead fluor	HRas wt GTP	Mcl1-Bid inh	Pf gamet viab	Rab7 wt modul
CC1CC(C)CN(CCCNC(=O)Cn2ncc3c(=O)oc4ccccc4c32)C1 (stereo not given)	101	100	8	109	5	101	24	101	-10	·	105
COc1ccc(NS(=O)(=O)c2cccc(Cl)c2Cl)cc1S(=O)(=O)N1CCCCC1	95	97	15	101	1	94	11	96	-9	0	94
CCOC(=O)C1CCCN(C(=O)c2ccc([N+](=O)[O-])c(C)c2)C1 (stereo not given)	101	102	7	104	14	100	11	101	-10	·	105
Cc1cccc(OCc2nnc(SCc3nc4cc(C(F)(F)F)ccc4c(=O)[nH]3)o2)c1	97	100	19	97	-13	96	7	98	-75	·	96
Cc1ccccc1OCCN1C(=O)C(=O)c2cccc(C)c21	97	93	11	100	15	98	13	99	-7	-17	100
O=C(CSCc1ccc([N+](=O)[O-])cc1)Nc1ccccc1C(=O)O	98	99	12	101	3	95	19	97	-11	-1	97
CCCC(=O)c1ccc(N2CCN(C(=O)c3ccc(Br)cc3)CC2)c(F)c1	99	99	7	101	-2	99	11	100	-21	·	98
CC(C)c1ccc(/C=N/NC(=O)c2nnn(-c3nonc3N)c2CSC2=NCCS2)cc1	94	98	15	105	8	98	6	97	7	·	99
Cn1cnc2nc3n(c2c1=O)CCC3	102	104	35	106	4	100	11	101	-2	3	101
Oc1ccc(NC(=S)Nc2ccc(O)cc2)cc1	101	100	12	104	-11	95	11	100	-76	·	105
CCn1c(SCC(=O)Nc2ccccc2OC)nc2ccccc2c1=O	97	96	6	96	-14	94	14	96	18	·	98
O=C(Nc1cc(=O)[nH]c2ncnn12)c1ccc(Cl)cc1Cl	94	95	17	96	3	95	8	96	-10	·	92
CCn1c(SCc2nc3sc(C(=O)O)c(C)c3c(=O)[nH]2)nnc1-c1ccc(Cl)cc1	92	94	16	95	11	91	16	93	-12	-7	98
COc1ccc(NC(=O)CSc2nc3ccccc3c(=O)n2CCNC(C)=O)c(OC)c1	106	107	14	101	7	102	66	106	-14	11	96
COCc1cc(C)nc(NCCc2ccccc2)c1C#N	93	94	29	93	18	94	18	95	14	10	92
O=C(C[n+]1ccc(-c2cc(C(=O)Nc3cccc(C(F)(F)F)c3)c3ccccc3n2)cc1)c1cccc([N+](=O)[O-])c1	97	93	9	97	8	91	11	95	-22	-13	101
Cc1cccc(NC(=S)N/N=C2/CCCCc3ccccc32)c1	95	93	13	96	-65	95	14	96	-92	12	99
CCC(CC)C(=O)Nc1cc([N+](=O)[O-])ccc1F	97	97	2	96	14	98	13	99	-8	15	94
Cn1c(=O)n(C)c2cc(/C=N/n3cnnc3)ccc21	94	96	35	95	15	95	13	96	-4	2	95
COc1ccc2c(c1)C(C)CC(C)(C)N2C(=O)CSc1nc2ccccc2s1 (stereo not given)	93	93	15	93	0	95	28	93	-2	·	93
Cc1ccc(-n2c(SCC(=O)NCc3ccco3)nnc2-c2cccnc2)c(C)c1	101	101	16	101	7	97	18	100	-81	-15	100
O=C(CSc1ncnc2sc3c(c12)CCCC3)c1ccccc1	96	94	13	100	-11	97	12	96	3	·	101
CCCCC(=O)Nc1cccc(-c2cn3ccsc3n2)c1	101	101	41	103	-3	98	33	101	-10	·	100
Cn1cccc1/C=C1\SC(=O)N(CC(=O)Nc2ccc(Cl)cc2)C1=O	100	101	·	101	21	98	14	101	-31	-3	99
COc1ccc(OC)c(NC(=O)CSc2nc3cccnc3n2C)c1	96	96	12	98	3	94	31	100	-8	·	96
CCOc1cc(C2Nc3cccc4cccc(c34)N2)ccc1O	94	99	9	102	-17	99	23	97	-32	·	96
COc1ccccc1C(=O)NC(=S)N1CCc2ccccc21	95	94	10	97	16	93	10	97	-27	-26	102
CC(c1ccccc1)C1C(C#N)=C(N)OC2=C1C(=O)CC(C)(C)C2 (stereo not given)	99	100	18	98	14	98	24	98	-17	0	99
O=C(Nc1cc(C(F)(F)F)ccc1F)C1CCCCC1	101	104	14	104	8	99	20	101	-5	·	103
CN=C(NC(=O)Nc1c(C)cccc1C)NC(=O)Nc1c(C)cccc1C	98	98	11	98	10	96	14	97	9	·	96
CN(Cc1ccccc1)c1nc(CN2CCOCC2)nc2scc(-c3ccccc3)c12	99	94	6	102	25	98	10	98	5	-14	101
Cc1cccc(N2CCN(C(=O)CS(=O)(=O)Cc3nc(-c4ccccc4F)oc3C)CC2C)c1 (stereo not given)	94	100	6	99	5	99	13	96	-31	·	96
Cc1c2ccccc2nc2c(F)c(NC(C)C)c(F)c(F)c12	102	100	9	100	-23	101	13	100	-38	17	96
Cc1nc(CC(=O)N2CCN(S(=O)(=O)c3ccccc3C#N)CC2)cs1	99	96	13	99	-4	97	38	99	2	·	102
Cc1ccc(N(Cc2ccc([N+](=O)[O-])cc2)C(=O)c2ccco2)cc1	100	99	11	103	12	98	34	99	-21	·	102
CSCC(=O)Nc1nc(-c2ccc3c(c2)OCCO3)cs1	102	101	5	102	13	98	9	102	-25	-10	105
O=S(=O)(Nc1cccc2c1ccc1cccn12)c1cccs1	101	99	11	106	24	98	9	99	-67	·	99
Clc1ccc(-n2nnc(-c3nccs3)n2)cc1Cl	98	96	5	97	-6	95	18	96	-7	8	103
CCCCn1nc2cc(C(=O)NCc3ccc(C(F)(F)F)cc3C(F)(F)F)ccc2c1OCC	101	103	9	104	21	101	20	103	-6	3	98
CCn1nnnc1SCC(=O)c1cc(Cl)ccc1OC	98	99	10	97	-19	97	10	97	-25	12	96
O=C(CN1C(=O)c2ccccc2C1=O)NCC1COc2ccccc2O1 (stereo not given)	95	96	7	95	10	93	31	96	-13	9	96
CC(C)Cn1nnc2c(=O)oc3ccccc3c21	101	103	5	103	-6	101	25	102	-9	·	100
Cc1ccc(S(=O)(=O)N2CCC(C(=O)N[C@H](C(=O)NCc3ccco3)C(C)C)CC2)cc1	100	107	14	112	7	103	13	104	-72	-10	99
CCOC(=O)Cc1csc(NS(=O)(=O)c2ccc3ccccc3c2)n1	91	93	2	98	24	89	10	93	4	7	94
COc1ccc(OC)c(/C=C/C(=O)Nc2cccc(S(=O)(=O)N3CCCC3)c2)c1	92	94	13	96	27	97	66	93	-14	19	97
CC(NC(=O)NCc1cccnc1)(C(F)(F)F)C(F)(F)F	100	105	7	108	1	99	14	98	-41	·	106
Fc1ccc(-c2nnc3ccccn23)cc1	96	96	10	94	11	94	17	96	-6	-5	100
OCC1(Cc2cccc(Cl)c2)CCCN(Cc2cn[nH]c2C2CCCCC2)C1 (stereo not given)	99	98	13	98	19	93	11	99	-30	0	103
N/C(=N/S(=O)(=O)c1ccccc1)c1cccc([N+](=O)[O-])c1	96	95	11	98	6	95	10	96	-4	18	97
CSc1nnc(Cn2c(=O)sc3ccccc32)n1C	100	107	23	107	5	102	16	104	-8	·	103
(cont.)
SMILES	Rab2 wt GTP	Cdc42 wt GTP	Avidin bead fluor	Rac1 wt GTP bind	Mcl1-Noxa inh	Rac1 mut GTP	GSH bead fluor	HRas wt GTP	Mcl1-Bid inh	Pf gamet viab	Rab7 wt modul
COc1ccc(NS(=O)(=O)c2ccc(OCC(=O)N3CCCC3)cc2)cc1	94	95	7	96	-20	95	6	93	-37	-1	92
Cc1ccccc1NC1C=CS(=O)(=O)C1 (stereo not given)	100	100	31	107	21	99	20	99	-13	·	100
CC(c1ccccc1F)n1cc(C(=O)NCCCn2ccnc2)nn1 (stereo not given)	94	98	25	99	-22	92	19	93	-1	21	94
COCCNC(=S)N/N=C(\C)CCc1ccc2c(c1)OCO2	99	96	11	100	8	98	12	100	-29	6	102
COCCNC(=O)C(c1ccc(C)o1)N(Cc1ccco1)C(=O)c1snc(C(N)=O)c1N (stereo not given)	100	103	6	103	-6	99	17	101	-29	·	99
COC(=O)c1ccc(NC(=O)CCN2C(=O)CSC2=O)cc1	92	95	11	100	4	98	12	95	-12	-1	94
CCC(C)(C)n1nnnc1C(c1ccccc1OC)N1CCSCC1 (stereo not given)	97	99	19	96	15	96	24	99	-28	-4	93
CCn1cc(C(=O)NCCCN2CCN(C)CC2)c(=O)c2cc(S(=O)(=O)N3CCc4ccccc4C3)ccc21	94	92	22	95	-4	95	8	95	-15	-6	97

Reprinted from above (two entries):
SMILES	Rab2 wt GTP	Cdc42 wt GTP	Avidin bead fluor	Rac1 wt GTP bind	Mcl1-Noxa inh	Rac1 mut GTP	GSH bead fluor	HRas wt GTP	Mcl1-Bid inh	Pf gamet viab	Rab7 wt modul
COC(=O)c1ccc(NC(=O)CCN2C(=O)CSC2=O)cc1	92	95	11	100	4	98	12	95	-12	-1	94
CCC(C)(C)n1nnnc1C(c1ccccc1OC)N1CCSCC1 (stereo not given)	97	99	19	96	15	96	24	99	-28	-4	93
